# Bioassay records (PubChem)
# TPT1 inh: Candida albicans TPT1 enzyme inhibitors, primary screen, biochemical, fluorescence polarization. recombinant caTPT1, FP RNA substrate dephosphorylation. inhibition, % at 5 µM. 300,000 compounds, 0.81% hits. AID 1962, 2009;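 active = inhibition above the mean of all tested compounds plus 3 SD, set per screening campaign, cut at about 24% in these data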;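 note: plate controls were DMSO alone for no effect and ferristatin control at 100 nM for full effect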
# Efflux pump mplx: inhibitors of Candida efflux pumps in yeast, primary screen, S. cerevisiae, Nile Red, multiplex; AID 485275, 2010; S. cerevisiae Candida pump triplex; inhibition, % at 10 µM; 330,000 compounds, 0.44% hits;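 active = plate passing quality check with inhibition over a set limit, or well fluorescence over plate mean plus 4 SD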;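 note: Nile Red retained in pooled yeast measured as flow cytometry median fluorescence; 0% = buffer negative control and 100% = Enniatin B positive control; higher means more Nile Red kept so more efflux inhibition; some compounds called inactive have numbers as strong as hits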
# PREPL inh: PREPL enzyme inhibitors, primary screen, biochemical, fluorescence polarization. recombinant PREPL, fluorescence polarization activity-based probe. Prolyl endopeptidase-like (Homo sapiens), Q4J6C6. 320,000 compounds, 0.68% hits. AID 2751, 2010. inhibition, % at 5.96 µM; in the data active = inhibition above about 43%;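 note: 0% = enzyme with DMSO and 100% = wells lacking enzyme; many of its hits are not listed in these tables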
# HCV core dimer: inhibitors of HCV core protein dimerization, primary screen, biochemical, TR-FRET, high-throughput. TR-FRET GST/Flag-core106 dimerization, 1536-well. inhibition, % at 5 µM. 300,000 compounds, 0.33% hits. AID 1899, 2009;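 active = inhibition above the mean of all tested compounds plus 3 SD, set per screening campaign, cut at about 45% in these data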
#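 Assay system – GST-tagged and Flag-tagged HCV core protein residues 1-106 · Quantity – core106 proteins, GST 13.5 nM and Flag 17 nM · Benchmarks – unlabelled core106 and no-GST-core106 wells · Read-out basis – percent inhibition of core106 dimerization signal · Detection – time-resolved FRET, ex 340 nm, em 617 and 671 nm · Schedule – 4 h at 22.5 °C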
# JMJD2C inh: inhibitors of GASC-1 histone demethylase, primary screen, biochemical, fluorescence, DELFIA europium. inhibition, % at 2.35 µM. AID 2099, 2009. GST-JMJD2C(1-420) H3K9me3 demethylation. 330,000 compounds, 0.069% hits. Lysine-specific demethylase 4C (Homo sapiens), Q9H3R0;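 active = more than half of a compound's replicate wells show inhibition beyond 50%, single wells judged on their own value; inconclusive = some, but no more than half, of replicates pass 50% inhibition; inactive = no replicate passes 50% inhibition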;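 note: signal counts dimethyl H3K9 product captured on neutravidin plate; 0% = median of DMSO wells and 100% = 0.3 times that DMSO median; strong numbers were not always called active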
# PP5 primary: PP5 phosphatase inhibitors, primary screen, biochemical, fluorescence; AID 1987, 2009; inhibition, % at 6.7 µM; 320,000 compounds, 0.18% hits; purified PP5c, OMFP substrate fluorescence; Serine/threonine-protein phosphatase 5 (Homo sapiens), P53041;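 active = inhibition above the campaign's mean inhibition across all tested compounds plus 3 SD, cut at about 9.5% in these data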;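 note: 0% = DMSO only and 100% = 100 µM cantharidin control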
# Target sequence (P53041 whole entry, looked up): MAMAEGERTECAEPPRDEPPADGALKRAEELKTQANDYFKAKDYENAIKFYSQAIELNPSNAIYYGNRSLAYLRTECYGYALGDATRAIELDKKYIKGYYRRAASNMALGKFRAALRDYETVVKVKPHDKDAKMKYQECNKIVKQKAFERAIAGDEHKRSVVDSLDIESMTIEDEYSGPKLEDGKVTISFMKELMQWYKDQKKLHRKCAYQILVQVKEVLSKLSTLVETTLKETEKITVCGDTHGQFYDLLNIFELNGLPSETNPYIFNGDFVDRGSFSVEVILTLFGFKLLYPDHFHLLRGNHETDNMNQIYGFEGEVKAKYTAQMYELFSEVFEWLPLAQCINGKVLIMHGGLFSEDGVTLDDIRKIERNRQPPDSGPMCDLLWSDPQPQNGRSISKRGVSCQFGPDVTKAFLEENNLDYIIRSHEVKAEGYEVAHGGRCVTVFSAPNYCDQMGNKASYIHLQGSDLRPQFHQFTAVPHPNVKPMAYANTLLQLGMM
# PP1 inh: PP1-alpha phosphatase inhibitors, primary screen, counter-screen for PP5 inhibitor project, biochemical, fluorescence, OMFP substrate, single point | purified PP1alpha | inhibition, % at 6.7 µM | 320,000 compounds, 0.9% hits | AID 2235, 2010;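 active = inhibition above the mean inhibition of all tested compounds plus 3 SD, computed separately for each screening campaign, cut at about 15% in these data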
# Target sequence (P62136 whole entry, looked up): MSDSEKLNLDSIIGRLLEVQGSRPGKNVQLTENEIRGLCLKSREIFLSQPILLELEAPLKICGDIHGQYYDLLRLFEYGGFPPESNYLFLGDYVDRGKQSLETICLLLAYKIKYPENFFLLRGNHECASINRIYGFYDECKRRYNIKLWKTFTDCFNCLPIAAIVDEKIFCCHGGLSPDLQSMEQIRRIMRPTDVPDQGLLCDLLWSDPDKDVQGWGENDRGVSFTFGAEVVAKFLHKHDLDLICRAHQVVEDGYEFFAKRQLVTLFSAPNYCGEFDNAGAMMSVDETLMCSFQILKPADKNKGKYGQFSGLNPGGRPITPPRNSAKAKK
# LYPLA2 counter: LYPLA2 inhibitors, primary screen, counter-screen for PME1 inhibitor project, biochemical, fluorescence polarization, FP-Rh probe ABPP. Acyl-protein thioesterase 2 (Homo sapiens), O95372. recombinant LYPLA2. inhibition, % at 5.9 µM. 320,000 compounds, 0.38% hits. AID 2177, 2009;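 active = inhibition above the screen-wide mean plus 3 SD, limit set per campaign, cut at about 26% in these data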;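 note: 0% = LYPLA2 with DMSO and 100% = wells lacking LYPLA2 enzyme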
# Target sequence (O95372 whole entry, looked up): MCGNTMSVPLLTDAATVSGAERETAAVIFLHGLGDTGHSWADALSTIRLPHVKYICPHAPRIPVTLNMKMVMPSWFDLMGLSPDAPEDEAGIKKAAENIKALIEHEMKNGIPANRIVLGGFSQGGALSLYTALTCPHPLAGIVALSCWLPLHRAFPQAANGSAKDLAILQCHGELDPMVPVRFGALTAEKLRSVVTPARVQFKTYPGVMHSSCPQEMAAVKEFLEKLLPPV
# Fh CTSL1 inh: Fasciola hepatica cathepsin L1 inhibitors, primary screen, counter-screen for PFM18AAP inhibitor project, biochemical, QFRET, fluorogenic peptide substrate; inhibition, % at 5.96 µM; recombinant F. hepatica cathepsin L1, Z-Leu-Arg-MCA fluorescence; 300,000 compounds, 0.49% hits;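 active = inhibition above the mean of all tested compounds plus 3 SD, set per screening campaign, cut at about 17% in these data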;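 note: 0% = plate median of test compound wells and 100% = 1 µM Z-Phe-Ala-diazomethylketone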
# * marks the source's active call; other numbers are inactive results; ? = inconclusive; nt = not tested or not shown. The list is partial; the hit share may differ from the screen's.
smiles | TPT1 inh | Efflux pump mplx | PREPL inh | HCV core dimer | JMJD2C inh | PP5 primary | PP1 inh | LYPLA2 counter | Fh CTSL1 inh
CCc1nc(SCC(=O)Nc2nnc(CC)s2)c2c(=O)n(C)c(=O)n(C)c2n1 | 1 | 0.1 | -10 | 0 | -2 | 2.1 | -1 | 0 | -3
CCCCC(C(=O)NC1CCCC1)N(Cc1ccco1)C(=O)Cn1nnc(-c2ccc(F)cc2)n1 (configuration not stated) | 4 | 0.0 | 1 | 7 | 17 | 2.4 | 6 | -6 | -2
CCCC(=O)Nc1cccc2c1CCCC2 | -1 | 0.0 | 2 | -6 | 8 | 0.4 | 0 | -3 | -4
COc1cc(S(=O)(=O)N2CCN=C2c2ccccc2)ccc1F | -2 | 0.1 | 0 | -6 | -4 | 2.2 | -7 | 0 | 0
CCc1cccc(C)c1NC(=O)CCOc1ccccc1 | 2 | 0.1 | 4 | 4 | -5 | -1.4 | 1 | 3 | -2
O=C(CCCCCn1c(=O)[nH]c2ccsc2c1=O)NCc1ccc2c(c1)OCO2 | -1 | -0.1 | 3 | -1 | 27 | 0.4 | 0 | 0 | 1
Cc1nc(-c2ccc(F)cc2)c(CC(=O)N(C)CC(=O)Nc2ccc(F)cc2)s1 | 1 | 0.1 | -4 | 1 | 59 | 0.0 | -2 | -4 | -2
CCC(NC(=O)NCc1cccnc1)(C(F)(F)F)C(F)(F)F | 3 | 0.0 | -10 | -3 | 0 | -0.5 | -3 | -1 | -3
CCCNC(=O)c1cc(-c2ccco2)on1 | 2 | 0.2 | 17 | 7 | -4 | 3.4 | -5 | -5 | -4
COc1ccc(OCc2cc(C(=O)N3C[C@H]4CC[C@H]3C4)no2)c(Cl)c1 | 1 | 0.6 | 8 | -1 | -5 | 3.5 | -5 | 10 | 1
CC(NC(=S)NNS(=O)(=O)c1cccc([N+](=O)[O-])c1)c1ccccc1 (configuration not stated) | 0 | 0.0 | 3 | -5 | -4 | -0.5 | -2 | 0 | 0
CN(Cc1ccc2nonc2c1)Cc1nc(CC2CC2)no1 | -3 | 0.0 | 16 | -15 | -8 | 0.6 | 3 | -10 | 0
CC(=O)Nc1cccc(NS(=O)(=O)c2cn(C)c(=O)n(C)c2=O)c1 | -1 | -0.1 | 1 | 20 | -30 | 1.3 | -1 | -3 | -4
O=C(NCCNc1ccc([N+](=O)[O-])cc1)c1ccco1 | -1 | -0.1 | 6 | 1 | 5 | -0.2 | 2 | -3 | 1
Cc1cc(OC(C)C(=O)NCCCN2CCOCC2)ccc1Cl (configuration not stated) | -3 | -0.1 | 9 | -21 | -2 | 1.1 | 2 | 1 | 2
CC(C)CC(=O)Nc1ccc(C(=O)COC(=O)C2=COCCO2)cc1 | 4 | 0.3 | -3 | 0 | -12 | 2.5 | 0 | -5 | -1
CN(CC(=O)Nc1ccc(F)cc1)C(=O)COc1ccc(C(=O)c2ccccc2)cc1 | -3 | -0.1 | -1 | 2 | 5 | -2.0 | -3 | 1 | -2
COc1ccc(C(=O)Nc2ccc(S(=O)(=O)N3CCCCC3)cc2)cc1OC | -2 | -0.1 | -13 | -2 | 7 | 3.0 | -4 | -4 | -2
O=C(O)c1cccc(NC(=O)c2ccccc2NC(=O)c2ccco2)c1 | -3 | -0.2 | 7 | 1 | ? | -1.9 | -3 | 2 | 3
Cc1ccc(C)c(N(CC(N)=O)S(C)(=O)=O)c1 | -4 | 0.0 | -1 | -7 | 5 | 3.3 | -1 | -1 | -4
O=C(COC(=O)/C=C/c1ccc(Cl)c(Cl)c1)NC1CCS(=O)(=O)C1 (configuration not stated) | nt | -0.1 | 36 | nt | 5 | -1.2 | 4 | -3 | nt
NC(=Nc1ccc(Cl)cc1)c1ccccc1 | 0 | 0.1 | 15 | -3 | -2 | -1.2 | -1 | 9 | 2
Cc1[nH]n(C(N)=S)c(=O)c1N=Nc1ccc(S(=O)(=O)N2CCCC2)cc1 | 2 | 0.3 | 16 | -5 | 6 | 5.2 | -4 | -5 | 3
CCOC(=O)N1CCN(S(=O)(=O)c2ccc3c(c2)C(C)C(=O)N3)CC1 (configuration not stated) | nt | 0.1 | 12 | nt | -12 | 3.2 | 1 | -3 | nt
COc1ccc(N2CCN(C(CNC(C)=O)c3ccc4c(c3)OCO4)CC2)cc1 (configuration not stated) | 2 | 0.1 | 10 | -1 | 19 | 0.7 | -1 | -3 | 1
COc1ccc(CCNC(=O)C(=O)NCC2OCCN2S(=O)(=O)c2ccc(F)cc2)cc1 (configuration not stated) | 3 | 0.1 | -1 | 12 | 1 | -1.0 | 5 | -2 | -1
COc1ccc(CCN=C(N)NS(=O)(=O)c2ccc3ccccc3c2)cc1 | 1 | 0.4 | 7 | 1 | 9 | 2.0 | 2 | 1 | -1
O=C(CCCN1CCC(O)(c2cccc(C(F)(F)F)c2)CC1)c1ccc(F)cc1 | -1 | -0.1 | -5 | -7 | -266 | -0.8 | -3 | 72* | 1
O=C1CCC(=O)N1CNc1ccc(Oc2ccccc2)cc1 | -2 | 0.0 | 5 | -2 | 2 | 0.8 | -1 | 7 | 4
CC1=C(C(=O)Nc2cccc(F)c2)C(c2ccsc2)C2=C(CC(C)(C)CC2=O)N1 (configuration not stated) | 2 | 0.4 | 9 | -10 | -5 | 1.1 | 1 | 2 | -1

# (listing goes on)
canonical_smiles	TPT1 inh	Efflux pump mplx	PREPL inh	HCV core dimer	JMJD2C inh	PP5 primary	PP1 inh	LYPLA2 counter	Fh CTSL1 inh
CCOC(=O)C(=O)Nc1nc(-c2ccccc2)c(-c2ccccc2)o1	-2	0.2	-3	3	-7	0.8	11	4	3
COC(=O)c1cc(CSc2nnc(NC3CCCCC3)s2)oc1C	3	0.1	-13	2	-1	2.5	2	1	-3
CCC(=O)N1c2ccc(S(=O)(=O)CCC(=O)NCCC3=CCCCC3)cc2CC1C (configuration not stated)	-1	-0.1	9	1	31	1.0	2	6	6
O=[N+]([O-])c1ccc(CSc2nc3ncc(Br)cc3[nH]2)cc1	1	0.1	0	5	0	4.3	-4	6	3
CCNC(=O)COc1cccc2ccccc12	-4	-0.1	14	-1	2	0.1	-2	10	1
O=C1c2ccccc2C(=O)N1CCCCN(C(=O)c1ccc([N+](=O)[O-])cc1)c1ccc(Cl)cc1	0	0.0	30	27	-3	1.6	5	4	2
CCOC(=O)c1cc2c(ccn2C)n1Cc1ccc(Cl)cc1	-2	0.1	3	-4	-5	-0.8	5	4	-1
CN(CC(=O)NCc1ccccc1)CC(=O)Nc1ccc(Cl)c(C(F)(F)F)c1	nt	-0.2	2	nt	-1	3.3	1	-6	nt
O=C(O)C1C2CCC(O2)C1C(=O)Nc1ccccc1Br (configuration not stated)	-5	-0.1	2	7	-3	68*	68*	0	-2
O=C(c1ccc(Cl)c(S(=O)(=O)NCc2cccnc2)c1)N1CCCC1	nt	-0.2	16	nt	nt	2.3	-4	-4	nt
O=C(Cn1cnc2c(nnn2Cc2ccc(F)cc2)c1=O)NCc1ccccc1	-3	0.0	-1	3	10	-3.5	0	12	-2
CCOc1ccc(N(CC(=O)Nc2cccc(OC)c2)S(C)(=O)=O)cc1	2	0.2	-14	-4	-26	2.6	-2	4	-2
OCCC1CN(Cc2cn[nH]c2C2CCCCC2)CCN1C1CCCCC1 (configuration not stated)	-10	0.0	11	-2	155	1.4	-4	7	0
O=C(CSc1nnc(-c2ccco2)n1-c1ccccc1Cl)Nc1cccc(C(=O)O)c1	-3	0.1	-14	9	37	3.9	-3	-11	-1
Cc1nnsc1C(=O)Nc1cccc(Cl)c1	-1	0.0	-2	-1	13	1.8	-5	9	3
Cc1cccc(-n2nnnc2SC(C)C(=O)NCCC2=CCCCC2)c1 (configuration not stated)	-4	0.0	6	5	-2	4.0	2	8	3
Cc1ccc(-c2cc(C(=O)NCc3cn(C)nc3C)c3cc(Br)ccc3n2)cc1	-5	0.3	-12	44	-1	0.6	15*	-6	-2
Cc1nc(N2CCN(S(=O)(=O)c3ccccc3C#N)CC2)c2c(-c3cccs3)csc2n1	1	0.0	-61	13	1	2.0	-3	-5	2
CCn1c(CNC(=O)c2ccccc2F)nnc1SCC(=O)Nc1nncs1	-2	-0.3	5	1	4	-1.5	-8	1	-1
COc1cccc(-c2nn(C)c3sc(C(=O)N4CCN(c5ccccc5)CC4)cc23)c1	-2	0.0	-71	13	15	2.0	5	-3	5
CCN(CC)C(=O)CN(c1cccc(Br)c1)S(C)(=O)=O	1	0.1	-13	-1	14	2.9	-2	4	-4
CC(=O)c1cccc(S(=O)(=O)Nc2ccc(N3CCOCC3)cc2)c1	1	-0.1	7	1	-1	-0.6	1	0	-4
Cc1cc(C(F)F)nn1CC(=O)NCc1ccc(Cl)cc1Cl	4	-0.1	12	2	-3	0.5	-1	5	0
COc1ccc(NC(=O)CS(=O)CC(=O)NC2CCCc3ccccc32)cc1 (configuration not stated)	-4	0.1	-9	4	84	0.0	-4	0	-5
Cc1coc2c(O)cc3c(c12)OC1(N2CCCCC2)C(=O)NCCCC31 (configuration not stated)	-9	0.2	24	-8	1	6.7	0	4	4
CCc1ccc2nc(-c3cccc(C)c3)nc(SCC(=O)NCC3CCCO3)c2c1 (configuration not stated)	-2	0.1	0	9	6	-1.2	7	-1	1
COc1ccc(OC)c(CNc2ccc3c(c2)CCC3)c1	14	-0.2	27	6	-5	3.6	12	-6	-3
COC(=O)C1=C(CS(=O)(=O)c2cc(OC)ccc2OC)NC(=O)NC1c1ccc(O)c(OC)c1 (configuration not stated)	-4	0.0	1	-1	0	1.7	-1	4	2
CCC(CC(C)(C)O)C(=O)NNC(=S)Nc1ccccc1 (configuration not stated)	-1	-0.1	14	-9	3	0.1	-3	5	1

# Part of the list above in order of molecular weight, low to high.
canonical_smiles	TPT1 inh	Efflux pump mplx	PREPL inh	HCV core dimer	JMJD2C inh	PP5 primary	PP1 inh	LYPLA2 counter	Fh CTSL1 inh
Cc1cccc(-n2nnnc2SC(C)C(=O)NCCC2=CCCCC2)c1 (configuration not stated)	-4	0.0	6	5	-2	4.0	2	8	3
COc1ccc(C(=O)Nc2ccc(S(=O)(=O)N3CCCCC3)cc2)cc1OC	-2	-0.1	-13	-2	7	3.0	-4	-4	-2
CCc1ccc2nc(-c3cccc(C)c3)nc(SCC(=O)NCC3CCCO3)c2c1 (configuration not stated)	-2	0.1	0	9	6	-1.2	7	-1	1
